Bioassay records as filed in PubChem BioAssay.
Tn7 DDE FP – DD(E)-Tn7 binding inhibition, primary FP screen; FP displacement of FITC-Tn7 peptide from fibrin DD(E); 0% = median of compound wells per plate; inhibition, % at 8.3 µM; 0.13% of 370,000 active; AID 720508;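 active = inhibition above the mean of compounds falling within the control limits plus 3 SD of them, cut at about 14% in these data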;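 note: 0% = plate median of compound wells and 100% = 10 µM Aha-Tn7 peptide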
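Test system: human clot-derived fibrin DD(E) complex / Quantity: 2 µM final DD(E) protein / Incubation: 10 min plus 3 h, room temperature / Measured by: fluorescence polarization / Benchmarks: high control of 10 µM Aha-Tn7 peptide / Replicates: singlicate testing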
ARFGAP1 inh – inhibitors of rat ARFGAP1. Q62848. 0.26% of 360,000 active. Arfgap1-stimulated ARF1 GTP hydrolysis, GDP FP detection. inhibition, % at 16.5 µM. AID 651572;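 active = inhibition above a per-plate limit, mean inhibition of low control wells plus 3 SD, cut at about 25% in these data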;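 note: 0% = DMSO wells with enzyme and 100% = wells lacking Arfgap1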
Target sequence (Q62848 1-136 limits assumed): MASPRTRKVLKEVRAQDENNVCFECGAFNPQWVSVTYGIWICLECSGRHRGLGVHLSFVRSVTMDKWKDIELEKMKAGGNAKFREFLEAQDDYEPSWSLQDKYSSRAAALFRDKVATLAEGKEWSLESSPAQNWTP
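Repeats: one replicate per compound; assay system: rat Arfgap1 catalytic domain, aa 1-136; times: enzyme reaction 120 min at 25 °C after 20 min preincubation; detection: FP of antibody-bound GDP Alexa 633 tracer, ex 620/em 688 nm; benchmarks: high control wells lacking Arfgap1, low control full reaction with DMSO; reagent: human ARF1(Δ1-17)-GTP substrate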
ASAP1 GAP inh – blocks human ASAP1-stimulated Arf1 GTP hydrolysis | GDP FP detection | 0.19% of 360,000 active | inhibition, % at 16.5 µM | AID 624377 | Q9ULH1; in the data active = inhibition above about 25%;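 note: 0% = vehicle with enzyme and substrate and 100% = no enzyme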
Target sequence (Q9ULH1 325-724 limits assumed): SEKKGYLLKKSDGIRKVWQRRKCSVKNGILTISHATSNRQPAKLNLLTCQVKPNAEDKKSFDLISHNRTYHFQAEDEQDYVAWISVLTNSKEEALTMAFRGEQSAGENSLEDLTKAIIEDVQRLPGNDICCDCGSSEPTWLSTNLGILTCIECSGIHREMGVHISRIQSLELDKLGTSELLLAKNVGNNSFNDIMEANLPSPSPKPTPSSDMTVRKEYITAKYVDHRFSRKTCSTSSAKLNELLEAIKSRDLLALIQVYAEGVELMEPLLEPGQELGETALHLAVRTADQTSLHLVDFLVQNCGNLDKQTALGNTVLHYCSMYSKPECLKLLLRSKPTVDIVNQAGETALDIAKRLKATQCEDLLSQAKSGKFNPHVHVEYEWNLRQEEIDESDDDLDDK
ADAM10 inh – inhibits human ADAM10. O14672. recombinant ADAM10, EDANS/DABCYL FRET peptide cleavage, 3 h. inhibition, % at 7 µM. 0.62% of 370,000 active. AID 720582;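 active = inhibition above a per-campaign cutoff equal to the mean of compounds falling between control-based bounds plus 3 SD, cut at about 20% in these data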;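 note: 0% = DMSO wells while the 100% control is not disclosed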
Target sequence (O14672 214-748 limits assumed): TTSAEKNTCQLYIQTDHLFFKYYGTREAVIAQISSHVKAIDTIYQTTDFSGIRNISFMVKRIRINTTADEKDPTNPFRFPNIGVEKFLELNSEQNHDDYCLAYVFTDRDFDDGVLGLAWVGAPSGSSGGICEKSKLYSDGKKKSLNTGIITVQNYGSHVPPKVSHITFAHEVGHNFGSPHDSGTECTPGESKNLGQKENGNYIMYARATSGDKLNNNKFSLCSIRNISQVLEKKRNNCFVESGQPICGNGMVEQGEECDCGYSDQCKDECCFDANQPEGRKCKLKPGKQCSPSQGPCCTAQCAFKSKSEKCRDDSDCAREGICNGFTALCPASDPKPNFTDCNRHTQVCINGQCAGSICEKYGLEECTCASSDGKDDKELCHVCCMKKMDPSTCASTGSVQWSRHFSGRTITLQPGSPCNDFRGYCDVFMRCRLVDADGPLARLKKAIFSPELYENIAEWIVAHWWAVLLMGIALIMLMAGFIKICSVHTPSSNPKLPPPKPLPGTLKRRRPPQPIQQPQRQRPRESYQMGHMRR
PLCb3 inh – PLC-beta3 (human) inhibition, primary screen. Purified PLC-beta3, fluorogenic substrate, fluorescence. Q01970. 0.18% of 370,000 active. inhibition, % at 12.2 µM; in the data active = inhibition above about 11%;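 note: 0% = median of compound wells on plate and 100% = full blocker control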
DDE Tn6 FP inh – DD(E)-Tn6 binding inhibition, primary FP screen; Fibrin DD(E) TRITC-Tn6 fluorescence polarization displacement; inhibition, % at 8.3 µM; 0.21% of 370,000 active; AID 720509;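 active = inhibition above a per-campaign cutoff: mean of compounds within control limits plus 3 SD, cut at about 15% in these data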;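 note: 0% = median of all compound wells on the plate and 100% = blocking peptide control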
SIAE primary – inhibitors of human sialic acid acetylesterase SIAE; 0.69% of 370,000 active; AID 1053197; inhibition, % at 9.66 µM; Q9HAT2; SIAE FP-Rh probe binding, fluorescence polarization;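 active = inhibition above a cutoff: mean of compounds within the control limits plus 3 SD of those, cut at about 17% in these data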;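 note: 0% = plate median of compound wells and 100% = probe without SIAE protein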
TDP2 inh – blocks human TDP2 phosphodiesterase activity | O95551 | recombinant TDP2, T5PNP hydrolysis, p-nitrophenol absorbance 415 nm | inhibition, % at 12.8 µM | 0.34% of 370,000 active | AID 720702;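 active = inhibition above the mean of all tested compounds plus 3 SD, set per campaign, cut at about 25% in these data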;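 note: 0% = DMSO with enzyme and 100% = buffer with substrate but no TDP2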
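Assay system: Recombinant human TDP2 | Quantity: 120 nM TDP2 per well | Incubation: 2 h at 37 °C | Signal: Epi absorbance | Evaluation: Percent inhibition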
ADAM17 inh – inhibitors of human ADAM17; recombinant ADAM17, EDANS/DABCYL FRET peptide cleavage; inhibition, % at 6.95 µM; 0.83% of 370,000 active; P78536;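 active = inhibition above the mean of compounds lying between control limits plus 3 SD, set per campaign, cut at about 8.5% in these data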;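 note: 0% = DMSO-only wells as the low control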
PLCg1 inh – blocks human PLC-gamma1 enzyme activity; P19174; purified PLC-gamma1, fluorogenic substrate, fluorescence; inhibition, % at 12.2 µM; 0.84% of 370,000 active; in the data active = inhibition above about 9.5%
An asterisk follows results filed as active; & = joins results of further samples. This is a random part of the collection; 3.6% or so of the library scored in one or more.

SMILES	Tn7 DDE FP	ARFGAP1 inh	ASAP1 GAP inh	ADAM10 inh	PLCb3 inh	DDE Tn6 FP inh	SIAE primary	TDP2 inh	ADAM17 inh	PLCg1 inh
Cc1cccc(C)c1-n1nnnc1C(c1ccnc2ccccc12)N1CCN(C(=O)OCc2ccccc2)CC1 (stereo not given)	-6.8	0.6	5.5	-4.9	2.0	-9.1	-3.5	-6.9	-2.0	1.1
Cc1nc(-c2ccc(S(=O)(=O)NCc3cccnc3)s2)cs1	-8.2	-0.3	-17.8	-6.9	-4.7	0.1	-2.1	-9.5	-0.7	3.4
COc1ccc(N(CC(=O)Nc2ccc(C)c(C)c2)S(=O)(=O)c2c(C)n[nH]c2C)cc1	-4.1	5.7	-8.7	0.4	3.9	5.0	-2.4	-1.3	-0.3	7.6
C1=CC2(C=C1)OC21CCC2(C=CC3(C2)OC3C2CCCCC2)CC1 (stereo not given)	0.5	-8.6	11.0	-2.0	0.7	7.4	-4.4	3.1	2.8	-1.9
COc1ccc(OC)c(Nc2nc(NCCCN(C)C)nc(N)c2[N+](=O)[O-])c1	5.3	4.7	-6.1	-0.6	-5.9	6.5	-3.5	-2.7	-0.8	0.8
CC(=O)CCc1ccc2oc(C(=O)O)c(C)c2c1	1.4	-2.2	20.0	-4.3	-1.9	5.6	2.0	-0.2	-3.5	-2.0
COc1ccc(OC)c(-n2c(=S)[nH]c3cc(C(=O)N(C)Cc4ccccc4)ccc3c2=O)c1	2.5	4.9	-17.4	3.8	-2.4	1.8	-4.8	-2.3	-0.2	2.5
Cc1ccc(S(=O)(=O)N2CCCCC2)cc1C(=O)Nc1ccc(N2CCOCC2)cc1	-5.2	0.5	1.1	7.2	2.3	-0.5	-2.8	-19.8	7.4	12.3*
O=C(COc1ccc(Br)cc1)NNC(=S)NCc1ccccc1	-2.4	10.1	2.7	1.6	-12.3	-0.9	11.9	-5.8	2.2	-2.2
COc1cc(/C=N/N(C)c2ccccc2)ccc1O	-2.3	14.6	2.6	9.8	4.5	-0.5	0.5	0.1	5.0	3.9
CC(NC(=O)CCC(=O)NCc1ccc(F)cc1)c1ccccc1 (stereo not given)	0.6	1.8	-2.4	-3.5	-11.2	-1.6	-8.4	2.4	-8.3	-3.4
Cc1ccc(/C=N/N(Cc2ccccc2)c2ccccc2)o1	5.9	32.9*	0.5	1.4	0.8	5.5	8.4	11.9	-0.5	0.4
Nc1nc2ccccc2n1/N=C/c1ccc(-c2ccccc2)o1	-2.6	4.3	15.9	-24.1	-33.3	-2.6	4.9	-2.2	6.3	-23.5
C[C@]12CCC(=O)C[C@@H]1CC[C@@H]1[C@@H]2CC[C@]2(C)[C@@H](C(=O)COC(=O)CCC(=O)O)CC[C@@H]12	0.9&1.0	1.4&-2.4	1.8&-0.1	-0.2&-3.3	-5.3&-6.0	9.1&2.3	2.0&0.4	0.0&9.2	-4.8&-4.9	-0.9&1.4
O=C1NCCOC(=O)[C@@H](Cc2ccc(F)cc2)C/C=C\C[C@@H]1CC(=O)N(CCO)Cc1ccccc1	-4.0	-5.5	-12.8	3.4	3.3	3.7	-1.1	15.6	-2.0	0.4
C[C@H]1CN(c2ccc(Br)cc2)C(=O)[C@@H]1CC(=O)Nc1ccc(Br)cc1	8.0	-2.2	-4.1	-2.7	0.1	9.7	1.3	-3.0	-0.4	-2.5
Cc1ccc(C)c(NC(=O)C2(C)CCN2C(=O)C(C)C)c1 (stereo not given)	-1.5	4.8	1.0	-8.1	2.1	2.1	-1.9	9.2	-4.8	0.5
C/C(=N\NC(N)=O)c1cc(Cl)cc(Cl)c1O	-7.4	-19.8	2.1	-8.7	-7.3	2.0	0.6	-0.7	-3.6	-5.4
O=C(Nc1nnc(C2CCCO2)s1)c1cccs1 (stereo not given)	1.3	6.5	8.0	-2.5	-4.0	-4.2	-0.9	1.2	-4.1	-2.2
Cc1nn(C(C)C(=O)NCc2ccccc2F)c(=O)c2nn(-c3ccccc3)c(C)c12 (stereo not given)	3.7	1.1	-7.6	-2.3	-6.6	3.7	0.6	7.8	-1.1	2.6
COc1ccc(C(=O)NCCNc2ncc(C(F)(F)F)cc2Cl)cc1[N+](=O)[O-]	1.7	5.9	4.9	6.7	-2.8	-5.9	2.0	1.9	1.6	2.5
CC(C)C[C@H]1CN=C(Nc2ccccc2)N1CCCC1CCCC1	8.8	2.6	-11.6	-0.6	3.2	0.4	3.7	-0.5	-1.4	5.1
Cc1c(C(=O)N2CCCC2)sc(NC(=O)c2cccc(Cl)c2)c1C#N	-4.2	-2.4	6.9	1.0	-11.1	8.1	3.4	-11.2	0.6	-14.3
CCOC(=O)N1CCN(C(=O)CSc2nnc(-c3cc(OC)ccc3OC)o2)CC1	-0.9	4.4	4.7	-11.1	3.2	-6.1	10.0	-7.2	-7.4	-2.5
COc1ccc(OCCCC(=O)N(C)CC(=O)Nc2ccccc2Cl)cc1	-8.1	-4.5	-7.6	0.6	-2.2	3.0	-4.7	2.5	-0.3	4.6
O=C(Cn1cc(C(=O)c2cccs2)c2ccccc21)NCC1CCCO1 (stereo not given)	-0.6	0.2	3.0	6.8	-7.6	-1.3	-4.4	-2.3	1.6	-6.3
COc1ccc(C(=O)C2CCCN(C(=O)c3cc(C(C)C)no3)C2)cc1F (stereo not given)	0.3	-6.1	-6.8	7.8	2.0	13.9	10.1	2.8	-1.0	0.3
COC(=O)c1c(NC(=O)C(=O)N2CCOCC2)sc2c1CCC2	8.5	0.2	-6.1	-4.5	-16.8	15.1	0.9	-0.4	1.2	-2.7
COc1ccc(C(CNC(=O)c2cccc(NS(=O)(=O)c3ccccc3)c2)N(C)C)cc1 (stereo not given)	-4.1	2.1	4.8	4.7	-11.7	-1.1	4.1	0.1	-4.5	-3.1
Cc1ccc(C)c(S(=O)(=O)Nc2ccc(C(=O)NCC(c3ccco3)N3CCCCC3)cc2)c1 (stereo not given)	3.7	-2.2	-2.9	-6.7	-9.8	-4.0	-9.2	-7.4	-5.0	4.0
CN(Cc1c(C(=O)N/N=C/c2ccccc2F)nnn1-c1nonc1N)c1ccccc1	-7.0	-6.1	-0.7	-3.3	-5.2	1.9	2.5	17.2	-1.1	1.3
O=C(NCc1ccc(F)cc1)C1CC(=O)N(CCc2ccccc2)C1 (stereo not given)	-3.1	2.3	-15.0	-7.2	2.1	5.3	-3.1	0.1	0.6	3.2
C/C(=N/Nc1ncc(C(F)(F)F)cc1Cl)c1ccncc1	-0.6	-8.7	5.4	-2.4	-0.7	-6.3	6.8	3.3	0.6	-5.4
NS(=O)(=O)c1ccc(CCNC(=O)COC(=O)Cc2ccc([N+](=O)[O-])cc2)cc1	-2.5	-3.5	9.2	-7.8	-0.8	1.7	-1.4	-1.5	-2.4	1.8
O=C(c1ccco1)N1CCN(C(=O)C2(S(=O)(=O)c3ccc(Cl)cc3)CC2)CC1	-12.1	-6.0	-6.2	2.0	1.6	5.0	-0.1	-11.0	-1.8	5.2
Cc1ccc(NC(=O)C(OC(=O)c2ccc(F)cc2)c2ccccc2)cc1Cl (stereo not given)	4.5	1.0	16.3	-2.3	2.0	-1.9	-18.2	-0.2	-3.0	-1.3
CNC(=S)Nc1ccc(OC(F)(F)F)cc1	-1.1	11.1	11.5	-1.7	-4.1	-1.2	-2.9	-9.9	-1.4	3.6
CCOc1cc(C(c2c(C)[nH][nH]c2=O)c2c(C)[nH][nH]c2=O)ccc1OS(=O)(=O)c1ccccc1	-1.5	1.8	0.4	5.9	1.9	4.2	4.2	9.8	3.4	2.7
CS(=O)(=O)Nc1nc2n(n1)C(c1ccc(F)cc1)CC(c1ccccc1)N2 (stereo not given)	-7.2	0.3	-1.3	-7.2	-11.8	9.7	-1.9	-4.9	-4.8	-7.2
COc1ccccc1CNC(=O)CCNS(=O)(=O)c1cccc2nonc12	2.7	-9.1	1.5	0.5	-5.1	6.2	8.8	-6.0	-4.2	-4.6
CC(=O)Nc1nc2c(s1)C(=O)NCC(C)(C)C2	9.3	10.0	5.8	-2.3	-8.1	-2.6	-0.1	-1.2	-0.9	-3.5
CCCCNC(=O)c1onc(CSc2ccccn2)c1C(=O)NCCCC	2.5	-0.2	0.6	10.9	-8.2	-2.7	2.4	-4.1	2.9	0.9
COc1ccc(-n2c(SCC(=O)N3CCCCC3C)nnc2-c2cccnc2)cc1 (stereo not given)	-9.7	12.3	-10.9	1.7	0.4	0.6	4.9	5.8	-3.8	-0.1
c1ccc(-c2cc(N3CCCCC3)nc(-c3ccccc3)n2)cc1	-4.9	2.8	4.8	0.0	3.9	0.0	-1.4	2.4	-1.6	5.2
CCOC(=O)C1CCc2nc3ccccc3c(=O)n21 (stereo not given)	-3.8	3.2	-9.4	-4.7	2.0	-0.7	-4.5	-1.6	-0.8	3.2
CC(C)CCNC(=O)CCCn1c(=O)[nH]c2ccc(Br)cc2c1=O	0.3	8.7	6.0	-4.2	-1.4	-3.3	-2.8	0.0	-6.3	-2.5
O=C(c1oc(=O)c2ccccc2c1-c1ccccc1)N1CCC(O)CC1	0.1	0.6	-2.5	0.2	5.3	4.9	-1.3	-13.8	2.1	3.9
Cc1cc(S(=O)(=O)NC2CCCCC2)ccc1-n1cnnn1	-5.1	0.4	-2.6	1.4	-3.5	-1.2	2.4	15.1	-0.2	-25.0

Entries above with an aryl thioether with sulfur outside any ring:
SMILES	Tn7 DDE FP	ARFGAP1 inh	ASAP1 GAP inh	ADAM10 inh	PLCb3 inh	DDE Tn6 FP inh	SIAE primary	TDP2 inh	ADAM17 inh	PLCg1 inh
CCOC(=O)N1CCN(C(=O)CSc2nnc(-c3cc(OC)ccc3OC)o2)CC1	-0.9	4.4	4.7	-11.1	3.2	-6.1	10.0	-7.2	-7.4	-2.5
CCCCNC(=O)c1onc(CSc2ccccn2)c1C(=O)NCCCC	2.5	-0.2	0.6	10.9	-8.2	-2.7	2.4	-4.1	2.9	0.9
COc1ccc(-n2c(SCC(=O)N3CCCCC3C)nnc2-c2cccnc2)cc1 (stereo not given)	-9.7	12.3	-10.9	1.7	0.4	0.6	4.9	5.8	-3.8	-0.1

(cont.)
SMILES	Tn7 DDE FP	ARFGAP1 inh	ASAP1 GAP inh	ADAM10 inh	PLCb3 inh	DDE Tn6 FP inh	SIAE primary	TDP2 inh	ADAM17 inh	PLCg1 inh
CCN=c1scc(C)n1/N=C/c1cc(Br)c(O)c(OC)c1	1.3	-1.3	13.9	-32.6	-101.8	-6.4	12.3	-16.2	-13.7	-77.3
CCN(CC)S(=O)(=O)c1ccc(OC)c(NC(=O)COc2ccc3c(C)cc(=O)oc3c2)c1	0.0	18.4	-5.5	-105.8	-22.1	-5.7	-20.5	10.1	-35.4	-19.8
CC1=CN2C(c3cccc([N+](=O)[O-])c3)=NON(c3ccc(C)cn3)C2C=C1 (stereo not given)	-5.6	6.9	8.4	-12.6	0.0	-3.0	0.6	1.8	-5.3	-0.6
CCOc1ccc2nc(SC3CC(=O)N(c4ccc(OC)cc4OC)C3=O)sc2c1 (stereo not given)	3.3	-1.1	0.0	-1.1	-1.3	11.8	2.6	-5.4	-2.7	0.5
